Vc quorum ag = induces V. cholerae light production without autoinducers; 0.16% of 350,000 active; activation, % at 18.7 µM; AID 588436; V. cholerae BH1578 lux reporter, luminescence, 6 h; in the data active = activation mostly above about 9.7%, no sharp cut-off; inconclusive = no clear call, values can overlap the other calls; inactive = mostly below about 3.7%; note: not every result past the cut was called active; inactives centre near 0; reference of the scale not given here
Y pestis TopoI = inhibitors of Yersinia pestis topoisomerase I. 0.064% of 360,000 active. activity, % at 10 µM. Y. pestis Topo-I cleavage product accumulation, plate reader; in the data active = activity above about 50%, passing the limit was not always enough; inconclusive = no clear call, values can overlap the other calls; note: inactives centre near 2
TcdB GH inh = blocks C. difficile toxin B glycohydrolase activity. P18177. TcdB glycohydrolase enzymatic assay, plate reader. inhibition, % at 9.99 µM. 0.24% of 350,000 active. AID 652162; in the data active = inhibition above about 10%
Target sequence (P18177 whole entry, looked up): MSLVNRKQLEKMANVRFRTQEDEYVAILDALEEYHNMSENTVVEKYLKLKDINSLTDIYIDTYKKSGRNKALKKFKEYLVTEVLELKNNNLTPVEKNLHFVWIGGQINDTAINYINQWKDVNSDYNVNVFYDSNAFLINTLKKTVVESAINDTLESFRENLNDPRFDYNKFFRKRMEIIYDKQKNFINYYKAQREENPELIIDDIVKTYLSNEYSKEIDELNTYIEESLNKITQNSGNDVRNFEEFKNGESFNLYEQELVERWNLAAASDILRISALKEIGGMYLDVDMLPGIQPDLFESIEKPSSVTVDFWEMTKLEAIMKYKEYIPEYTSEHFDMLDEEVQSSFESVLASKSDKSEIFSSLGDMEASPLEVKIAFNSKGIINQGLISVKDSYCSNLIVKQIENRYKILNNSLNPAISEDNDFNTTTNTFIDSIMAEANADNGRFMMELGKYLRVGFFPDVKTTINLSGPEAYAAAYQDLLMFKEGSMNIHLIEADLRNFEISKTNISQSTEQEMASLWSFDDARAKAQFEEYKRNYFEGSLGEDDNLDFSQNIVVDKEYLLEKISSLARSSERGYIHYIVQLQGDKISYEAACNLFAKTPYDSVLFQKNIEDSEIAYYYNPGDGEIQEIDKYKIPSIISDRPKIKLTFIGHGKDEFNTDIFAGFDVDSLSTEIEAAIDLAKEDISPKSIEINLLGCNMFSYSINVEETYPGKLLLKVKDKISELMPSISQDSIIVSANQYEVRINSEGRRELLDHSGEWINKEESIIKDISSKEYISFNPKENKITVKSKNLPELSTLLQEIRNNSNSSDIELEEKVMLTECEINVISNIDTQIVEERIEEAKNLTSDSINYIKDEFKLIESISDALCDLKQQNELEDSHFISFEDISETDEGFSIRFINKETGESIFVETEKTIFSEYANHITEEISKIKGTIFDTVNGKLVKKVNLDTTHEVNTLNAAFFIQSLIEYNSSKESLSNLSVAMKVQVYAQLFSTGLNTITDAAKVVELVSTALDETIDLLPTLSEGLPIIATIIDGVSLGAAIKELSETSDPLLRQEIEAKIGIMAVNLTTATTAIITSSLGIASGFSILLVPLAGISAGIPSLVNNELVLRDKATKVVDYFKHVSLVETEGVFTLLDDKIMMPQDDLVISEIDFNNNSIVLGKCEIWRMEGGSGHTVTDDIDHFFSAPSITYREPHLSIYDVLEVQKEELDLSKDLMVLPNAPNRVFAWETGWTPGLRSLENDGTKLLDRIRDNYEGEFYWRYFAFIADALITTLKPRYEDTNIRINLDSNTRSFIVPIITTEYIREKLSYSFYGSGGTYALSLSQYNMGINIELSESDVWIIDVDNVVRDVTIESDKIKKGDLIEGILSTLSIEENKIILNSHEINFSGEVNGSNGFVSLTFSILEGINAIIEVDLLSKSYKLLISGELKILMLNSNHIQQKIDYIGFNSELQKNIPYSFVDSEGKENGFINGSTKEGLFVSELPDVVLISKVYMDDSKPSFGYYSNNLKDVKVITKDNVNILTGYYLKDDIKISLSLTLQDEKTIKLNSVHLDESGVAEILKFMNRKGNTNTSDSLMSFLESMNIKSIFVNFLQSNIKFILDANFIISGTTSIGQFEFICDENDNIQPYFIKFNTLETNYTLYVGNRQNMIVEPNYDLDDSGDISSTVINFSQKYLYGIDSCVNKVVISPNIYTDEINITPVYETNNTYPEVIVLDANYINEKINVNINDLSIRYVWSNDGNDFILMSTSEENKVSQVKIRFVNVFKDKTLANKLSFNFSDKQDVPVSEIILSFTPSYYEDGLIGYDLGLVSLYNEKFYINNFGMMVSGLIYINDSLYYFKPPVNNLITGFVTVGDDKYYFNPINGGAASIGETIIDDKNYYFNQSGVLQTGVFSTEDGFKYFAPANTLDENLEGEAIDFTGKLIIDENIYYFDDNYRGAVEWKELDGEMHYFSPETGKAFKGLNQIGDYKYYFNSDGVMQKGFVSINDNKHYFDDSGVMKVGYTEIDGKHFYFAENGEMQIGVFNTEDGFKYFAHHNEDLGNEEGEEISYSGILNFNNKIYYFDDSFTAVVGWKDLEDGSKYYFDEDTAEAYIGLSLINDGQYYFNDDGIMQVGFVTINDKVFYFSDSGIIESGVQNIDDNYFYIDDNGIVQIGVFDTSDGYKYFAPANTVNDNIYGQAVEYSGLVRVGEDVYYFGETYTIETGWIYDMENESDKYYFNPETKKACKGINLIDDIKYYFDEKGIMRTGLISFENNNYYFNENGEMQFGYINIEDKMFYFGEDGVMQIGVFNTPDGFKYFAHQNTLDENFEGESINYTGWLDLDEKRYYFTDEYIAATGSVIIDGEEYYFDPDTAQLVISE
PrPC TRFRET = inhibitors of human cell surface prion protein PrPC; P04156; TR-FRET read-out; inhibition, % at 13.8 µM; 0.43% of 370,000 active; AID 720596; in the data active = inhibition above about 24%; note: 0% = median of the test wells and 100% = reference compound wells
Anthrax LF prot = inhibitors of Bacillus anthracis lethal factor protease. multiplex microsphere protease cleavage assay, LF. inhibition, % at 10 µM. 0.12% of 360,000 active. AID 588501; note: plate controls were buffer without enzyme for full effect and enzyme alone for no effect
3CLpro inhibitor = SARS-CoV 3CLpro protease inhibition; 0.14% of 290,000 active; recombinant SARS-CoV 3CLpro, quenched FRET peptide cleavage; P0C6X7; inhibition, % at 6 µM; in the data active = inhibition above about 12%
PfHsp40 rescue = restores yeast growth despite PfHsp40 toxicity. S. cerevisiae expressing PfHsp40, growth rescue, ATP luminescence. growth rescue, % at 12.5 µM. 0.68% of 340,000 active. AID 504582; in the data active = growth rescue above about 28%, passing the limit was not always enough; inconclusive = no clear call, values can overlap the other calls;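 note: yeast W303a lacking pdr1 and pdr3 grown in galactose medium; growth measured after three days at 30 °C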
SSB-PriA inh = K. pneumoniae PriA-SSBct interaction inhibition; AlphaScreen SSBct-PriA binding, biotinylated peptide; inhibition, % at 33 µM; 0.6% of 430,000 active; AID 1272365; in the data active = inhibition mostly above about 37%, no sharp cut-off; inactive = mostly below about 20%;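 note: plate controls were negative control peptide for no effect and reference peptide for full effect; strong numbers were not always called active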
BoNT-A LC inh2 = BoNT A light chain protease inhibition; 0.17% of 360,000 active; inhibition, % at 10 µM; multiplex microsphere protease substrate cleavage, flow cytometry; note: plate controls were buffer without enzyme for full effect and enzyme alone for no effect
Starred values were filed as active, the others as inactive; i = inactive; ? = inconclusive; nt = not tested or not shown. Cut-off read from the data, not from the text of the source, unless noted: active = inhibition above about 30%; inconclusive = no clear call, values can overlap the other calls; inactive = below that.

Sequence of screens – Vc quorum ag | Y pestis TopoI | TcdB GH inh | PrPC TRFRET | Anthrax LF prot | 3CLpro inhibitor | PfHsp40 rescue | SSB-PriA inh | BoNT-A LC inh2
CCN(CC)CCCNC(=O)Cc1c(C(=O)O)n(C)c2ccccc12
    1.0 | 3 | nt | 5 | 1 | 2 | -0.4 | -2 | -0.3
O=C(CSCc1ccc(Cl)c(Cl)c1)Nc1c[nH]c(=O)[nH]c1=O
    -0.2 | -1 | 0.3 | 4 | 0 | 3 | 0.2 | 0 | 0.5
CCOC(=O)c1c(C)nc2sc3c(=O)n(-c4ccc(OC)cc4)nnc3c2c1-c1ccc(OC)cc1
    i | 6 | nt | -1 | -3 | 5 | -0.7 | 1 | 0.2
COC(=O)CCn1[nH]c(=O)c2ccccc2c1=O
    -0.2 | 0 | nt | -2 | -2 | 3 | -0.9 | -28 | -3.2
O=C1CCc2cc(NS(=O)(=O)c3ccc(F)cc3)cc3c2N1CC3
    i | 9 | 0.7 | 3 | nt | nt | 0.8 | -9 | nt
COc1ccc(CCNC(=O)Cn2cnc3c2c(=O)n(C)c(=O)n3C)cc1OC
    2.9 | 3 | nt | -3 | -4 | -2 | -1.0 | -4 | 0.7
CCOCCCNC(=S)N1CCCN(c2nc3c(C)c(C)ccc3cc2C#N)CC1
    0.6 | 42 | 2.6 | 2 | 0 | -4 | 1.2 | -2 | 14
CCOc1cc(CNS(=O)(=O)c2cn(C)cn2)cc(OCC)c1OCC
    -0.1 | -5 | -0.1 | -9 | 2 | 1 | 3.4 | 12 | 1.7
O=C(CCC(C(=O)c1ccccc1)c1ccccc1)c1ccccc1 (stereo not drawn)
    -0.7 | 40 | 1.1 | -11 | -3 | nt | nt | nt | -0.3
COc1cccc(C(O)c2nc(-c3ccc(F)c(Cl)c3)cs2)c1 (stereo not drawn)
    i | 7 | 1.3 | 3 | 5 | nt | nt | nt | 0.4
COc1ccc(NC(=O)c2oc3ccc(S(=O)(=O)N4CCC5(CC4)OCCO5)cc3c2C)cc1
    i | 7 | nt | 0 | -5 | -3 | 0.5 | -5 | -2.6
CN1CCN(C(=S)c2cn(Cc3ccc(Br)cc3)c3ccccc23)CC1
    -0.5 | 8 | 1.7 | 3 | -8 | 1 | -0.6 | 28 | -0.2
CCCc1ccc(OCc2ccc(C(=O)N3CCN(c4ccccn4)CC3)o2)c(OC)c1
    i | 10 | -0.3 | 10 | -3 | 1 | 4.7 | 5 | ?
COC(=O)C(Sc1ccc(Cl)cc1)C1SC(=S)N(Cc2ccccc2)C1=O (stereo not drawn)
    i | 4 | 1.8 | 4 | -4 | nt | nt | nt | 0.8
CCCCn1c(C(C)NC(=O)CC)nc2ccccc21 (stereo not drawn)
    -1.6 | 2 | -3.8 | 5 | 6 | -1 | -2.5 | -5 | 0.2
COc1cccc(CSc2nnc(C(F)(F)F)n2Cc2ccc(F)cc2)c1
    -2.2 | 40 | 0.6 | 9 | -1 | 2 | 2.2 | -51 | 3.3
O=C1N=C(N2CCCC2)S/C1=C\C=C\c1ccccc1
    -0.6 | 1 | -1.0 | -21 | 3 | 4 | 3.1 | -13 | 4.5
Cc1c(C(=O)NN)sc(=S)n1C
    -0.2 | -10 | -12 | 0 | -17 | 7 | -0.8 | -8 | -5.4
CCCOc1cc(NCc2ccccc2)c2ncn(C(C)C)c2c1
    i | 11 | 0.9 | 2 | -9 | nt | 0.2 | 7 | -0.4
CCOc1ccc2[nH]c(=S)[nH]c2c1
    i | 1 | nt | 7 | -1 | -4 | 6.3 | -2 | -0.5
Cc1ccc(CNC(=O)Cn2cnc3c(NCc4ccccc4)ncnc32)o1
    -2.0 | -8 | -0.4 | 7 | 7 | nt | -1.5 | -9 | -0.5
N#Cc1ccccc1NC(=O)c1ccc2c(Cl)c3c(nc2c1)CCCC3
    -0.1 | 10 | nt | 1 | -4 | -3 | 10 | -7 | 1.6
COc1ccc(CCNCC(=O)Nc2ccc(C)c(Br)c2)cc1OC
    -0.8 | 15 | 0.0 | 2 | -12 | -1 | -1.3 | 7 | 0.5
CCCCCCCNc1nc(Cl)nc(NCCO)n1
    -0.8 | -7 | 0.3 | -7 | -1 | 3 | 0.0 | -3 | -0.1
C=CCN(C(=O)CNC(=O)c1ccco1)C(C(=O)NC1CCCCC1)c1ccc(F)cc1 (stereo not drawn)
    -0.1 | 2 | nt | 9 | 3 | -4 | 0.2 | 4 | 0.5
COCCCNC(=S)N1CCN(c2ccc([N+](=O)[O-])cc2)CC1
    -0.2 | 1 | nt | -34 | -3 | 0 | 0.1 | -8 | -0.3
CCN1CC2CCCC3(C1)C(=O)NC1(CCCCC1)N=C23 (stereo not drawn)
    i | 8 | nt | -1 | 0 | -1 | -0.2 | -10 | -1.8
C=CCOc1cccc(CNn2cn[nH]c2=S)c1
    1.4 | 8 | nt | -5 | 5 | 6 | -0.9 | -14 | 0.7
Cn1c(=O)c2cc(NC(=O)CCc3ccc(O)cc3)ccc2n1Cc1cccc(C(F)(F)F)c1
    -0.8 | 11 | 4.0 | 21 | -5 | nt | nt | nt | 0.1
COC(=O)c1ccc(OCCCCN2CC(C)OC(C)C2)cc1 (stereo not drawn)
    i | 1 | 1.5 | 1 | -4 | 3 | 0.3 | -8 | 0.7

Pulled by compound from the list above, 4 records:
Sequence of screens – Vc quorum ag | Y pestis TopoI | TcdB GH inh | PrPC TRFRET | Anthrax LF prot | 3CLpro inhibitor | PfHsp40 rescue | SSB-PriA inh | BoNT-A LC inh2
Cn1c(=O)c2cc(NC(=O)CCc3ccc(O)cc3)ccc2n1Cc1cccc(C(F)(F)F)c1
    -0.8 | 11 | 4.0 | 21 | -5 | nt | nt | nt | 0.1
COc1cccc(CSc2nnc(C(F)(F)F)n2Cc2ccc(F)cc2)c1
    -2.2 | 40 | 0.6 | 9 | -1 | 2 | 2.2 | -51 | 3.3
CCOc1ccc2[nH]c(=S)[nH]c2c1
    i | 1 | nt | 7 | -1 | -4 | 6.3 | -2 | -0.5
O=C1N=C(N2CCCC2)S/C1=C\C=C\c1ccccc1
    -0.6 | 1 | -1.0 | -21 | 3 | 4 | 3.1 | -13 | 4.5

Additional results follow.
SMILES	Vc quorum ag	Y pestis TopoI	TcdB GH inh	PrPC TRFRET	Anthrax LF prot	3CLpro inhibitor	PfHsp40 rescue	SSB-PriA inh	BoNT-A LC inh2
O=C(Nc1nnc(-c2cccnc2)o1)c1ccccc1Cl	-0.3	-6	-0.1	-3	-2	4	0.1	6	-0.7
COc1ccc(/C(C)=N/N=C(N)N)c(O)c1	i	-5	0.5	3	nt	-3	-0.5	nt	nt
C=CCNC(=O)CCCOc1cc(C)ccc1C	-0.6	-3	-0.3	nt	1	4	0.1	-4	-0.5
FC(F)(F)c1ccc2c(c1)nc1n2CCCC1	-5.6	-2	nt	-8	-1	0	-0.5	-2	-0.3
CC(C)(O)c1nnn(-c2ccccc2)c1C(F)(F)F	-0.3	5	nt	8	-2	0	-0.5	-7	-0.5
C=CCn1c(=NC(=O)c2cc(-c3cccs3)nc3ccccc23)sc2cc(S(N)(=O)=O)ccc21	-1.6	1	0.8	2	8	7	-1.0	-4	18
CCC(Sc1nc2ccccc2[nH]1)C(=O)Nc1cc(C)on1 (stereo not drawn)	1.2	-2	nt	-3	0	-3	0.7	-7	-0.7
O=C(Cc1ccc(Cl)cc1)OCc1nnc(-c2ccccc2)o1	-0.2	1	0.3	-2	1	5	1.4	-8	0.7
COc1ccc(NS(=O)(=O)c2ccc(N3CCOCC3)c(NC(=O)c3cccc(F)c3)c2)cc1	-0.3	19	nt	8	-1	0	4.2	0	-0.1
COc1ccc(CN2CCN(C(=O)CCC(=O)Nc3nnc(CC(C)C)s3)CC2)cc1F	-2.7	15	1.4	3	0	4	-0.6	-4	1.1
O=C(COC(=O)c1ccccn1)NCc1cccc(Cl)c1	-0.5	-2	4.0	-6	nt	nt	-0.5	-3	nt
CCOC(=O)C1=C(C)OC(=Cc2ccc(OC)cc2)C1=O	0.0	-5	-6.5	0	-4	nt	nt	nt	0.0
CCCc1cc(C(=O)Nc2ccc(F)cc2F)no1	-0.3	1	0.3	-3	-4	-3	1.3	-17	-0.8
CC(C)(C)c1ccc(C2(C)NC(=O)N(CC(=O)NCc3cccs3)C2=O)cc1 (stereo not drawn)	0.8	4	-0.2	8	0	1	0.7	9	-0.4
O=c1[nH]c(=O)n(-c2cccc(F)c2)c(O)c1/C=C1\C=Nc2ccccc21	i	0	-0.6	-4	-12	12	2.3	nt	-1.6
COc1ccc([N+](=O)[O-])cc1NC(=O)C(C)OC(=O)c1cccnc1Cl (stereo not drawn)	i	-10	2.0	-14	-7	-2	-1.9	-7	-0.5
COc1cccc(CNC(=O)CC(NC(C)=O)c2ccccc2)c1 (stereo not drawn)	-0.6	0	1.6	-5	0	0	1.0	-2	-0.7
COc1ccc(C(=O)NCCS(=O)(=O)N(C)Cc2ccccc2)cc1	i	0	0.8	6	1	nt	0.1	-10	-1.9
O=C(Nc1ccc2c(c1)OCCO2)c1cc(-c2ccccc2)nc2ccccc12	-3.8	-5	nt	-6	-5	1	1.3	14	?
Cc1ccc(S(=O)(=O)NCC(=O)NCC(=O)NCCc2ccc(Cl)cc2)cc1C	-0.5	34	0.4	0	-4	nt	nt	nt	0.1
CC(=O)N1CCN(c2ccc(NCc3ccco3)cc2)CC1	-7.1	-1	-23	-6	-4	nt	-1.4	15	0.9
CN(C(=O)c1cccc(NC(=O)Cc2cccc(NC(=O)C3CCCN(C(=O)C4CC4)C3)c2)c1)C1CCC1 (stereo not drawn)	i	16	1.1	3	5	nt	-1.5	-10	-0.1
COc1ccc(NC(=O)c2ccco2)cc1NC(=O)c1cccc(OC(C)C)c1	nt	5	nt	-2	-8	5	-0.2	6	0.3
O=C(COC(=O)CSc1ccc(Br)cc1)NCc1ccco1	i	2	-1.3	10	1	nt	-1.5	-9	-1.4
Cc1ccc(-c2nc(NCC3CCCO3)sc2C)cc1 (stereo not drawn)	0.7	4	0.3	9	0	6	1.0	3	-1.1
COc1cccc(N2CN(C3CCCCC3)CNC2=S)c1	-0.3	2	2.6	5	0	8	-0.5	-7	-2.2
CC(C)NC(=O)C1CC(=O)N(CCc2ccc(F)cc2)C1 (stereo not drawn)	-0.4	2	0.8	2	-4	nt	nt	nt	0.8
Cc1cc(C(=O)OCC(N)=O)c(C)n1-c1ccccc1	i	5	0.4	-2	-2	6	-1.5	7	0.4
O=C(Nc1ccc(N2CCN(C(=O)c3cccs3)CC2)cc1)c1cccc(F)c1	i	12	1.2	0	1	5	0.1	12	-4.3

Screening data from PubChem.

This is a subset, so the mix of outcomes need not match the whole.
